Screening results: PubChem, Sanford-Burnham Center for Chemical Genomics
STEP inh – inhibitors of human striatal-enriched phosphatase STEP; recombinant STEP, OMFP fluorogenic substrate, fluorescence; inhibition, % at 20 µM; 0.25% of 360,000 active; P54829;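 active = inhibition at 20 µM, scaled per plate between control wells, above about 37%, limit read from the data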;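 also: 0% = DMSO with enzyme and substrate and 100% = substrate only without enzyme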
Target sequence (P54829 whole entry, looked up): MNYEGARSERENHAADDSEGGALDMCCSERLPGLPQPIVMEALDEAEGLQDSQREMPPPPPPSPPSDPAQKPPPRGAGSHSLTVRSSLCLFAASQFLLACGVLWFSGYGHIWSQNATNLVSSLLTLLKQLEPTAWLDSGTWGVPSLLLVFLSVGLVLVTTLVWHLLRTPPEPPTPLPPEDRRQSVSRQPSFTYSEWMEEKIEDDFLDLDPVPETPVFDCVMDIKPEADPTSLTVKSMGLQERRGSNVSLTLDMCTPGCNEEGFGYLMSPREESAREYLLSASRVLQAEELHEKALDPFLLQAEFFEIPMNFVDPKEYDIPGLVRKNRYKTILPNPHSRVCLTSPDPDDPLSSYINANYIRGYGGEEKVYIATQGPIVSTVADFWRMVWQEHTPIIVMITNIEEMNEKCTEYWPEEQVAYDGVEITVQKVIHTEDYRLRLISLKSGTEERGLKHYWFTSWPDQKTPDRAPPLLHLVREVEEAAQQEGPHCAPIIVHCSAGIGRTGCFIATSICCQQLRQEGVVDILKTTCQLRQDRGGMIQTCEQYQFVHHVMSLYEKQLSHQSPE
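System: STEP phosphatase, cell-free reaction; Buffer or medium: Bis-Tris pH 6.0 buffer with DTT, detergent; Incubation: 20 min at room temperature, dark; Measured by: fluorescence, 480/540 nm.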
DNMT1 block – inhibitors of human DNMT1; P26358; DNMT1 molecular beacon, Hinp1I cleavage, fluorescence; inhibition (reported as % activation of signal), % at 10 µM; 0.83% of 360,000 active; AID 588458; in the data active = inhibition above about 50%
SUMO1-SIM PPI – modulators of human SUMO1-mediated protein-protein interactions. P63165. SUMO1 binding to a labelled peptide, TR-FRET, 1 h. inhibition, % at 20 µM. 0.33% of 360,000 active. AID 602429; in the data active = inhibition above about 37%
Scp1 inh – Scp-1 (human) phosphatase inhibition; Q9GZU7; Recombinant Scp1, phosphopeptide, malachite green phosphate absorbance; inhibition, % at 20 µM; 0.88% of 340,000 active;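 active = inhibition above about 50% at 20 µM, limit read from the data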;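 also: plate controls were DMSO wells with enzyme for no effect and wells lacking enzyme for full effect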
Target sequence (Q9GZU7 76-261 limits assumed): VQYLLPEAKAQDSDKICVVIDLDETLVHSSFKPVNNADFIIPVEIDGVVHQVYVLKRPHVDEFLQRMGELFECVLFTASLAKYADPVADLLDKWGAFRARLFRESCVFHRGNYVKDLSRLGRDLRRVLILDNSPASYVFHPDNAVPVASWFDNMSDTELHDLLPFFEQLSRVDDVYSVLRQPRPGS
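Material: truncated SCP-1 phosphatase (76-261aa) / Buffer or medium: 50 mM Tris acetate pH 5.5, 0.005% Tween-20, 10 mM MgCl2 / Compound dosing: one concentration, 20 µM, with 1.0% DMSO / Incubation: 45 min room-temperature reaction, 5 min colour, 30 min stabiliser / Detection: colorimetric free-phosphate detection, absorbance 630 nm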
MT1-MMP act inh – blocks activation of human MT1-MMP; GFP/RFP ratio change, % at 20 µM; P50281; HT1080 RFP-PRO-GFP cells, GFP/RFP ratio fluorescence, overnight; percent of plate control window, DMSO zero; 0.061% of 360,000 active;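 active = GFP/RFP ratio change of at least 30% with cell ATP level not reduced by more than half and red fluorescence within 50% of control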; also: strong numbers were not always called active
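Assay system: RFP-PRO-GFP reporter HT1080 cells; read-out basis: GFP/RFP fluorescence ratio; benchmarks: DMSO wells and RFP-L50D-GFP cells; doses: 20 µM single dose, 1% DMSO; schedule: overnight cell settling, then overnight compound exposure, 37 °C, 5% CO2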
SKN-1 inh – C. elegans SKN-1 inhibition; C. elegans VP596 Pgst-4::GFP/RFP ratio, acrylamide-induced, 24 h; inhibition, % at 21.8 µM; 0.49% of 360,000 active;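 active = interference check ratio from 0.5 to 1.5 plus GFP to RFP signal ratio inhibition reaching or exceeding a fixed threshold, cut at about 30% in these data, passing the limit was not always enough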; also: some compounds called inactive have numbers as strong as hits
LMPTP block – blocks human LMPTP phosphatase; P24666; recombinant LMPTP-A, OMFP fluorogenic substrate, fluorescence intensity; inhibition, % at 20 µM; 0.22% of 360,000 active; AID 651560;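 active = compounds that cut the enzyme signal by at least half of the control window in the single-dose screen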;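 also: plate controls were DMSO wells with enzyme plus substrate for no effect and substrate without enzyme for full effect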
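Assay system: LMPTP-A phosphatase enzyme | Input: 0.625 nM enzyme | Also added: Fluorogenic phosphatase substrate OMFP at 400 µM final | Compound dosing: One test concentration per compound, 20 µM, with 3% DMSO overall | Schedule: 50 min enzyme reaction at room temperature, protected from light | Signal: Fluorescence intensity | Benchmarks: no-enzyme and uninhibited controls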
NRP1-CendR mod – alters CendR peptide binding to human NRP-1. 0.85% of 360,000 active. O14786. inhibition, % at 25 µM. FAM-RPARPAR peptide binding to NRP-1, fluorescence polarization;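 active = inhibition or corrected inhibition above about 18%, plus a signal ratio from 0.5 to 1.5, limit read from the data, passing the limit was not always enough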; also: strong numbers were not always called active
Rpn11 inh – inhibitors of human proteasome Rpn11; human 26S proteasome, Ub4-pepOG fluorescence polarization; 20S core pre-blocked with epoxomicin; AID 588493; 0.59% of 360,000 active; calls only at 20 µM;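 active = inhibition at 20 µM, scaled to each plate's controls, above about 33%, limit read from the data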
Target sequence (O00487 whole entry, looked up): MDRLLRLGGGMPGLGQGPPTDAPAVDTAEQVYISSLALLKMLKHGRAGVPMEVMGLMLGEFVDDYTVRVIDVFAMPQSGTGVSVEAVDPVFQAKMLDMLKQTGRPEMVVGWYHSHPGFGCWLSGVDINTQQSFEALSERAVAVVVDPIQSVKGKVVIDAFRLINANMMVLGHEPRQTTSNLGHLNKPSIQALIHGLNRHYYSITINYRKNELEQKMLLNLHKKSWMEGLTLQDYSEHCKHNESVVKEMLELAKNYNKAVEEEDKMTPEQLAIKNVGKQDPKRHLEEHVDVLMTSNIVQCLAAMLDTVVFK
NadD block – NadD (S. aureus) enzyme inhibition; purified NadD enzyme, colorimetric absorbance read-out; inhibition, % at 20 µM; 0.78% of 360,000 active; in the data active = inhibition above about 26%; also: some compounds past the cut are filed as inactive
* = called active by the depositor; i = inactive; . = not tested or not shown; & = joins results of further samples.

SMILES	STEP inh	DNMT1 block	SUMO1-SIM PPI	Scp1 inh	MT1-MMP act inh	SKN-1 inh	LMPTP block	NRP1-CendR mod	Rpn11 inh	NadD block
CCOC(=O)c1cc2sc(C)cc2n1CC(=O)N1CCN(C(=O)c2ccco2)CC1	-2	1	2	-5	4	4	-1.5	17	i	7
COC(=O)C1=C(C)N(Cc2ccccc2)C(=NCCCOC(C)C)N[C@H]1c1ccccc1	3	6	-6	8	-1	20	0.2	-5	i	0
Cc1ccsc1C(=O)N1CCN(S(=O)(=O)c2cccc(F)c2)CC1	0	-2	-7	-5	3	-4	-8.3	1	i	7
O=[N+]([O-])c1ccc(NN=C(c2ccccc2)c2ccccc2)nc1	0	0	-8	-8	-4	3	0.4	7	i	4
O=C1CCC(c2ccc3ccccc3c2)O1 (stereo not given)	-3	0	3	-8	6	2	-0.8	2	i	0
CC(C)(C)OC(=O)n1cc(CCO)c2ccccc21	-3	2	0	-6	0	10	-1.4	22	i	-2
COC(=O)c1ccc(C2NC(=O)c3ccccc3O2)cc1 (stereo not given)	-2	1	-1	-6	-1	-13	-1.4	4	i	0
Cc1cc(Nc2ccc(F)c(Cl)c2)n2ncnc2n1	1	-2	5	2	2	6	-2.1	-2	i	3
CCOc1ccc(NC(=O)CCN2C(=S)NC(C)(C)CC2C)cc1 (stereo not given)	11	-1	0	10	4	4	-2.8	-12	i	0
Cc1cc(F)ccc1S(=O)(=O)N1CCCOC1CNC(=O)C(=O)NCCCN1CCOCC1 (stereo not given)	-3	0	-5	-10	-1	1	-7.7	-16	i	-6
CC(C)(C)OC(=O)N/N=C/c1cccn1-c1ccc([N+](=O)[O-])cc1	0	-6	-28	-7	1	25	2.4	-1	i	-9
O=C(COc1ccc(Cl)cc1)NCCCNC(=O)c1cccnc1	-1	-2	-1	-10	1	3	-1.4	2	i	3
Cc1cc(C(=O)OCC(=O)c2cccs2)c2ccccc2n1	3	7	-15	-4	0	16	0.8	-7	i	-1
Nc1nc(Cl)nc2c1ncn2[C@@H]1O[C@H](CO)[C@@H](O)[C@H]1O	-2	0	1	-9	-6	-6	0.6	3	i	0
COc1ccccc1NC(=O)c1ccc2c(c1)CCN2S(C)(=O)=O	-3	-1	5	-12	-2	2	0.7	6	i	-5
COc1cc(C(=O)N2CCN(c3ccccc3)CC2)c([N+](=O)[O-])cc1OC	-3	0	-11	-2	-2	-5	0.6	8	i	-1
CCCCC(=O)NC(=S)NNC(=O)CC	-2	3	-1	-5	1	16	-2.0	19	i	7
Cc1ncoc1C(=O)NCCC(c1ccccc1)c1ccccc1	7	2	3	-7	2	1	-0.2	-7	i	-5
CCCCc1nc2cc(C(=O)N3CCN(c4cnccn4)CC3)ccc2o1	0	1	5	-8	1	3	-0.2	10	i	-2
CCN(CCNC(=O)CN1CCN(Cc2ccc(Cl)cc2)C1=O)c1ccccc1	-2	-8	0	0	10	-4	1.1	5	i	5
COc1ccc(-c2nnc(SCCc3ccccc3)n2N)cc1	-1	-1	0	-4	6	2	-0.4	5	i	-1
COc1ccccc1C(=O)Nc1nc2cc3c(cc2s1)OCCO3	6	17	2	-5	6	0	0.1	0	i	-2
COc1cc(/C=N/N=C(/N)c2nonc2N)cc(Br)c1OCc1cccc(C)c1	-2	-10	-1	-8	-5	21	3.4	4	i	4
CCn1cc([N+](=O)[O-])c(C(=O)Nc2cc(C)on2)n1	-1	0	-15	-3	1	24	-1.6	6	i	4
CC1(C)CN(c2ccccc2)C(=O)[C@H]1CC(=O)Nc1ccccc1	0	3	0	.	2	2	-1.0	1	i	4
Nc1nnc(Sc2ncccc2[N+](=O)[O-])s1	2	2	-22	-6	1	-7	-0.1	5	i	-4
COc1ccccc1NS(=O)(=O)c1cc(C(=O)N2CCN(C/C=C/c3ccccc3)CC2)ccc1C	-1	-3	-23	-8	-2	-2	-6.4	10	i	-2
COc1ccc2nc(NC(=O)C3CCCN(S(=O)(=O)c4c(C)noc4C)C3)sc2c1 (stereo not given)	-7	-3	2	0	-1	2	0.2	-14	i	3
COc1ccc(C)cc1S(=O)(=O)N(C)CC(=O)NC1CCCCC1	-3	-1	-4	-5	0	10	-0.7	-4	i	3
CCC(CO)Oc1cc(NC(=O)c2cccc([N+](=O)[O-])c2)c2ncn(C(C)C)c2c1 (stereo not given)	-3	-25	-17	-3	5	0	-1.3	3	i	6

Single records, from the list above. Order of screens: STEP inh | DNMT1 block | SUMO1-SIM PPI | Scp1 inh | MT1-MMP act inh | SKN-1 inh | LMPTP block | NRP1-CendR mod | Rpn11 inh | NadD block
CCC(CO)Oc1cc(NC(=O)c2cccc([N+](=O)[O-])c2)c2ncn(C(C)C)c2c1 (stereo not given) as listed: -3 | -25 | -17 | -3 | 5 | 0 | -1.3 | 3 | i | 6
Cc1ncoc1C(=O)NCCC(c1ccccc1)c1ccccc1 as listed: 7 | 2 | 3 | -7 | 2 | 1 | -0.2 | -7 | i | -5
COc1cc(/C=N/N=C(/N)c2nonc2N)cc(Br)c1OCc1cccc(C)c1 as listed: -2 | -10 | -1 | -8 | -5 | 21 | 3.4 | 4 | i | 4
CCCCc1nc2cc(C(=O)N3CCN(c4cnccn4)CC3)ccc2o1 as listed: 0 | 1 | 5 | -8 | 1 | 3 | -0.2 | 10 | i | -2
COc1ccc(-c2nnc(SCCc3ccccc3)n2N)cc1 as listed: -1 | -1 | 0 | -4 | 6 | 2 | -0.4 | 5 | i | -1

(further entries)
SMILES	STEP inh	DNMT1 block	SUMO1-SIM PPI	Scp1 inh	MT1-MMP act inh	SKN-1 inh	LMPTP block	NRP1-CendR mod	Rpn11 inh	NadD block
CSc1nc2nc(-c3cccs3)cc(C(F)(F)F)c2c(=O)[nH]1	0	0	-5	-6	-6	20	-2.2	1	i	1
Cn1c(Oc2ccc3c(c2)OCO3)nc2c1c(=O)n(Cc1ccccc1)c(=O)n2C	-1	-4	9	-12	7	-19	0.7	2	i	-8
CC(C)c1ccc(/C=C2\SC(=S)N(CC(=O)NCCCN3CCOCC3)C2=O)cc1	2	-2	-37	4	5	-2	-2.2	1	i	-8
Cn1ccc2c(-c3cncc4ccccc34)cc3c(c21)C1CCC3O1 (stereo not given)	-1	-6	-11	.	-2	2	0.3	-12	i	3
COc1ccc(S(=O)(=O)Nc2cc(C)ccc2OC)cc1C	-1	-3	0	-10	0	5	1.7	-15	i	-1
CCN(CC)CCNCC1C(=O)O[C@@H]2C[C@@]3(C)CCC[C@H](C)C3=C[C@H]12 (stereo not given in full)	-5	0	-23	-3	-19	-1	-10	-3	i	-7
O=C(c1cccc(C(=O)N2CCN(c3ccccc3F)CC2)c1)N1CCN(c2ccccc2F)CC1	-1	-1	-3	3	0	1	-1.6	23	i	-16
COc1ccc(CCNC(=O)CC2Nc3ccccc3NC2=O)cc1OC (stereo not given)	2	-1	-3	-7	-6	6	0.8	-3	i	6
COc1ccc(C(=O)N[C@H](C(=O)Nc2ccc(OC)nc2)C(C)C)cc1	0	-5	-5	14	1	2	-1.8	3	i	4
S=C(NCCc1ccccc1)N1CCN(C2CCCCC2)CC1	5	-1	-3	-4	4	15	-0.6	-4	i	-3
CC(Sc1nnc(-c2ccccc2Br)n1-c1cccc(C(F)(F)F)c1)C(N)=O (stereo not given)	0	0	1	-4	-1	7	-2.4	11	i	2
CCCn1c2ccccc2c2cnn(CC(=O)O)c(=O)c21	0	3	5	-9	3	-14	-1.7	-2	i	0
COC(=O)[C@H](C)NC(=O)N1CCC(Cc2ccccc2)CC1	2	4	4	-16	-4	-9	-0.7	-6	i	-1
Cc1oc(CC(C)C)c(CN)c1C(=O)O	1	3	3	-3	-4	1	-0.4	-15	i	3
COc1ccc(CC(N)c2csc(NC(=O)Nc3cccc(C(F)(F)F)c3)n2)cc1 (stereo not given)	8	-17	-96	.	-21	8	-1.7	13	i	26
Clc1ccc(Nc2ncnc3ccc(Br)cc23)cc1	0	2	3	5	-27	36*	1.5	-5	i	6
COc1ccc(S(=O)(=O)N2CC3CCCN3c3ccc(C(F)(F)F)cc32)cc1 (stereo not given)	5	-10	0	-13	-5	1	3.0	0	i	-6
Cc1ccc(CNC(=O)CSc2ncccn2)cc1	1	0	-5	19	4	-3	-2.9	-5	i	14
CC(C)Cc1cc(C(=O)Nc2sc3c(c2C#N)CCCC3)no1	5	2	4	-22	-7	4	3.3	10	i	-1
Cc1nn(CCCNC(=O)C2CCCO2)cc1Br (stereo not given)	-2	0	-1	0	4	0	-1.5	-15	i	-3
O=C(NCCSCc1ccc(Cl)cc1Cl)c1ccc(CN2CCOCC2)cc1	5	2	0	-7	-1	-28	-1.1	2	i	-8
CC(/C=N/NC(=O)CCn1nnc2ccccc21)=C\c1ccccc1	-2	-2	-12	-3	0	0	-0.1	-18	i	-2
O=C1NCCN1CCNc1nc(NCC2CC2)nc2cc(-c3ccccc3)sc12	3	-5	-15	.	4	-4	30	7	i	7
COc1ccc(CC(C)Nc2ccccc2F)cc1 (stereo not given)	-1	-2	7	2	0	-14	-2.1	-3	i	-4
CCOC(=O)c1c(C)oc2c1c(CN1CCN(CCO)CC1)c(O)c1ccccc12	-1	-3	-12	-1	-4	6	-1.3	5	i	4
CCOC(=O)/C(=C(/C)N)C1CC(=O)NC1=O (stereo not given)	2	2	-2	.	-6	3	-0.8	1	i	0
COc1ccc(/C=C/C(=O)NC(=S)Nc2ccc(Br)cn2)cc1	1	13	1	-2	5	4	-1.2	-5	i	4
COc1ccc(S(=O)(=O)N2CCCCC2)cc1NC(=O)CNc1ccc(F)cc1C	-1	-6	2	-5	6	-10	3.0	-6	i	8
COc1ccc(CCn2c(-c3ccncc3)n[nH]c2=S)cc1OC	3	-1	1	-10	-3	5	-15	5	i	-6
Fc1ccc([C@@H]2CCNC[C@H]2COc2ccc3c(c2)OCO3)cc1	1&-2&4	-3&1&-1	0&-1&-12	-12&-9&-4	-2&-10&-10	1&-5&6	-0.1&-1.2&-1.3	-6&-10&4	i	1&-4&4
COc1ccc(OC)c(Nc2ncnc3c2cnn3-c2ccccc2)c1	1	-5	1	0	6	4	0.8	-5	i	7
NC(c1ccccc1)c1cccnc1 (stereo not given)	1	-2	-1	-5	-3	6	-2.4	0	i	-1
CCOC(=O)C1CC2=C(CCCC2=O)NC1=O (stereo not given)	-3	2	4	-14	-2	-8	0.2	-1	i	-3
CN(C)CCNC(=O)c1cc2ccccc2oc1=O	-2	1	-17	-2	-1	1	-8.7	1	i	0
Cc1ncsc1CCC(=O)N1CCCC(C(=O)c2cccc(Cl)c2)C1 (stereo not given)	0	0	-3	-4	-1	-1	0.3	5	i	-3

Compounds as they come. About 3.9% of those tested had a hit in this group.
